Rv3671c inh = inhibitors of M. tuberculosis serine protease Rv3671c. inhibition, % at 5.96 µM. AID 2606. P9WHR9. 320,000 tested, 0.048% active; in the data active means inhibition above about 38%;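 further: extracellular domain of Rv3671c used as enzyme; 0% = enzyme with DMSO and 100% = no enzyme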
Target sequence (P9WHR9 whole entry, looked up, the tested form may be a part): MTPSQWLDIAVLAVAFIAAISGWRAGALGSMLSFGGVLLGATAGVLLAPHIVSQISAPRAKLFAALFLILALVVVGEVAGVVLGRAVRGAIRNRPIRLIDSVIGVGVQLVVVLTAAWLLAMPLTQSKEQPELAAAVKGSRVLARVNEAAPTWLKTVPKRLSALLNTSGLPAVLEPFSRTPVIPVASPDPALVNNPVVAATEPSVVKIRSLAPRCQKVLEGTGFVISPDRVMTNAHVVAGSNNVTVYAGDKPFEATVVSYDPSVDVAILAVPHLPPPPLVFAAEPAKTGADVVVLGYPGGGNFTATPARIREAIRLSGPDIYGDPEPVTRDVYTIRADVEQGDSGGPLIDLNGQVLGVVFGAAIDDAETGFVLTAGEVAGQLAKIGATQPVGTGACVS
FadD28 binding = blocks FadD28 binding to the bisubstrate probe; fluorescence polarization; inhibition, % at 12.5 µM; 360,000 tested, 0.22% active; in the data active means inhibition above about 8.5%, passing the limit was not always enough; inconclusive means no clear call, values can overlap the other calls
Mtb FBA inh = inhibits M. tuberculosis FBA enzyme; P9WQA3; 360,000 tested, 2.3% active; purified M. tuberculosis FBA, fluorescence read-out; inhibition, % at 1 µM; AID 588726; in the data active means inhibition above about 27%;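 further: 0% = vehicle and 100% = reference inhibitor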
MazEF act = activators of E. coli MazEF toxin-antitoxin RNase. P0AE70. FAM/BHQ RNA-DNA oligo cleavage fluorescence, 5 h. activation, % at 20 µM. 350,000 tested, 0.32% active; in the data active means activation above about 50%
Target sequence (P0AE70 whole entry, looked up): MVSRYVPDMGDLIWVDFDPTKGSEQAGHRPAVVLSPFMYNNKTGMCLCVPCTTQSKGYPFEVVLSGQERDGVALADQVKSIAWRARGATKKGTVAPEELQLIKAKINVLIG
BoNT F protease = blocks Botulinum neurotoxin F light chain protease. inhibition, % at 10 µM. AID 588497. Multiplex microsphere protease cleavage assay, flow cytometry. 360,000 tested, 0.22% active; in the data active means inhibition above about 35%, passing the limit was not always enough; inconclusive means no clear call, values can overlap the other calls; further: plate controls were buffer without enzyme for full effect and enzyme alone for no effect
GDH-TPI counter = GDH-TPI coupled enzyme inhibition counter-screen | GDH-TPI coupled enzyme counterscreen, NADH absorbance | inhibition, % at 4.8 µM | 360,000 tested, 1.2% active; in the data active means inhibition above about 30%;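 further: 0% = DMSO wells and 100% = wells lacking the enzyme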
PrPC surface inh = cell surface PrPC inhibition, primary TR-FRET screen. P04156. inhibition, % at 13.8 µM. 370,000 tested, 0.43% active. TR-FRET read-out. AID 720596; in the data active means inhibition above about 24%; further: 0% = median of the test wells and 100% = reference compound wells
UGM FP inh = blocks M. tuberculosis UGM enzyme; P9WIQ1; purified UGM, fluorescence polarization probe displacement; inhibition, % at 10 µM; 320,000 tested, 0.06% active; AID 504406; in the data active means inhibition above about 10%, passing the limit was not always enough; inconclusive means no clear call, values can overlap the other calls
Target sequence (P9WIQ1 whole entry, looked up): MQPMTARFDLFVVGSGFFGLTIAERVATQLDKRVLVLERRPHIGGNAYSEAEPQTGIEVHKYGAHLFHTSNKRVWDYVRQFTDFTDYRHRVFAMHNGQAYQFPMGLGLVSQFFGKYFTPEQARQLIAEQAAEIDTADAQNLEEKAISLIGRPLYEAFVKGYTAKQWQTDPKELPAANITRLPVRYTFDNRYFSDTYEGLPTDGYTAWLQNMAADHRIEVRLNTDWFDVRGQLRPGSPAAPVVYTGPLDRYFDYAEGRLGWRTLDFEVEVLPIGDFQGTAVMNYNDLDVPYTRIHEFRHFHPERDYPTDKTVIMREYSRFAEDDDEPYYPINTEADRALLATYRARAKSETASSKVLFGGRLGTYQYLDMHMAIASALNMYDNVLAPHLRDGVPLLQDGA
BioA inh = blocks M. tuberculosis BioA enzyme activity; purified M. tuberculosis BioA enzyme, plate reader; inhibition, % at 9.99 µM; 360,000 tested, 0.096% active; in the data active means inhibition above about 40%; inconclusive means no clear call, values can overlap the other calls
* marks the source's active call; other numbers are inactive results; ? = inconclusive; . = no result given. The order is random; any-hit rate near 4.8%.

SMILES	Rv3671c inh	FadD28 binding	Mtb FBA inh	MazEF act	BoNT F protease	GDH-TPI counter	PrPC surface inh	UGM FP inh	BioA inh
Cc1ccc(Cn2nc(C)c(/C=N/NC(=O)c3cccnc3)c2C)cc1	1	-5.3	-6	10	-2	-10	-5	0.1	.
CC(C)c1ccc(NC(=O)C2CCN(c3ncnc4c3nc3n4CCCCC3)CC2)cc1	-11	-2.1	4	-17	0	10	1	-0.1	0.0
CCN1C(=O)c2ccc(C(=O)NCc3ccc4c(c3)OCO4)cc2C1=O	-2	0.9	0	3	-2	7	0	1.1	-0.7
CCC(c1nnnn1Cc1ccc(F)cc1)N1CCN(C)CC1 (stereo not given)	2	0.7	2	3	0	9	-1	3.0	.
O=C(CSc1nc2ccccc2s1)N1CCCCC1	1	-2.1	1	-8	3	3	6	-0.8	0.7
CCOc1ccc(-c2c(C(=O)N/N=C/C3CC=CCC3)nnn2-c2nonc2N)cc1 (stereo not given)	-19	-3.5	1	-3	6	7	-4	0.0	-0.2
CCC(C)c1ccccc1NC(=O)C(C)OC(=O)CN1C(=O)NC(C)(C)C1=O (stereo not given)	0	-0.1	2	-1	7	2	8	-0.6	-1.4
O=C(OCc1ccc(Br)cc1)c1cnc(Cl)c(Cl)c1	-4	.	5	-20	7	-4	8	5.6	.
Cc1cccc(N=Nc2c(O)[nH]c3ccc(Br)cc23)c1	-14	-3.0	-3	-58	-1	-11	-3	2.1	-0.8
COc1cccc(/C=N/NC(=O)CC2C(=O)NN=C2C)c1OC (stereo not given)	-4	-0.7	12	2	-6	12	-4	3.0	0.0

Taken from above.
CCOc1ccc(-c2c(C(=O)N/N=C/C3CC=CCC3)nnn2-c2nonc2N)cc1 (stereo not given) – BoNT F protease = 6
CCN1C(=O)c2ccc(C(=O)NCc3ccc4c(c3)OCO4)cc2C1=O – Rv3671c inh = -2
Cc1ccc(Cn2nc(C)c(/C=N/NC(=O)c3cccnc3)c2C)cc1 – Mtb FBA inh = -6

Additional compounds follow.
SMILES	Rv3671c inh	FadD28 binding	Mtb FBA inh	MazEF act	BoNT F protease	GDH-TPI counter	PrPC surface inh	UGM FP inh	BioA inh
COc1ccc(C(=O)NC(=S)Nc2ccc3[nH]c(=O)[nH]c3c2)cc1Br	.	-1.4	0	-17	4	14	-2	.	-2.4
Cc1ccc(/C=C/C(=O)Nc2nnc(SCc3ccc(C#N)cc3)s2)o1	-8	0.5	2	-5	-2	11	4	0.6	-5.8
Cc1cccc(-n2cc(-c3ccccc3)c3c(NN4CCOCC4)ncnc32)c1	-23	0.1	0	10	-12	5	-4	-0.6	.
Cc1ccc2nc(N/N=C/c3ccccc3F)nc(-c3ccccc3)c2c1	-33	-2.6	52*	2	-2	15	-3	.	0.7
Cc1ccc(/C=c2/sc3n(c2=O)CCCN=3)o1	0	-4.2	-1	4	-11	19	-7	?	.
COc1cccc(NC(C(=O)Nc2cccc(C(C)=O)c2)c2ccccc2)c1 (stereo not given)	-13	-1.1	1	7	1	19	5	-1.4	-0.4
CC(C(=O)NN)n1nnc(N2CCOCC2)n1 (stereo not given)	-7	-1.0	0	-1	-11	6	-5	2.4	.
COc1ccc(N2CCN(CC(=O)Nc3ccccc3SC)CC2)cc1	-8	-3.8	-2	0	-3	-10	10	-0.9	4.9
O=c1[nH]c2cc3c(cc2cc1CN(Cc1cccs1)Cc1nnnn1Cc1ccco1)OCCO3	-24	0.0	35*	1	-1	24	-3	0.9	.
Cc1noc(C)c1CSc1nc2ccccc2c(=O)n1-c1ccc(Cl)cc1	-13	-4.0	3	-9	4	6	1	-2.5	0.4

The last 2 compounds of the section above lead into the next:
SMILES	Rv3671c inh	FadD28 binding	Mtb FBA inh	MazEF act	BoNT F protease	GDH-TPI counter	PrPC surface inh	UGM FP inh	BioA inh
O=c1[nH]c2cc3c(cc2cc1CN(Cc1cccs1)Cc1nnnn1Cc1ccco1)OCCO3	-24	0.0	35*	1	-1	24	-3	0.9	.
Cc1noc(C)c1CSc1nc2ccccc2c(=O)n1-c1ccc(Cl)cc1	-13	-4.0	3	-9	4	6	1	-2.5	0.4
CCCCCCCCCCCCC(=O)CCCCC(=O)O	5	?	1	5	-8	-2	0	0.8	11
CC(C)C[C@H](NC(=O)c1nc[nH]c1C(=O)N1CCC(C)CC1)C(=O)OC(C)(C)C	-12	-0.6	6	-1	-10	8	-2	2.3	-1.2
O=[N+]([O-])c1ccc2nc(-[n+]3c(-c4ccccc4)cc(-c4ccccc4)cc3-c3ccccc3)[nH]c2c1	-8	-2.0	-1	5	-8	25	.	1.7	.
CC(C)OCCCNC(=O)c1ccc(N(C)S(C)(=O)=O)cc1	5	-2.6	2	-5	2	-13	4	1.6	-0.7
COc1ccccc1NP1(=O)OCC(C)([N+](=O)[O-])CO1 (stereo not given)	.	-0.8	3	6	0	11	7	.	.
CC(C)(C)c1ccc(S(=O)(=O)NC(=O)C2(C)CCN2C(=O)c2cccc3ccccc23)cc1 (stereo not given)	.	-2.8	-2	.	1	-3	0	.	-0.1
CCC(C)NC(=O)c1ccc(NC(=O)C2CCCO2)cc1 (stereo not given)	-14	1.3	1	3	-8	14	0	0.8	.
N#Cc1cc2sc3nnc(-c4ccncc4)n3c2cc1C#N	-1	-14	0	8	-16	3	-2	2.4	2.2
O=C(NCc1cccc(Cl)c1)C1Cc2c(-c3cccc(F)c3)ccnc2O1 (stereo not given)	.	-1.7	2	.	2	-1	4	.	0.8
Cc1ccccc1NC(=O)c1ccc2nc(N3CCOCC3)sc2c1	3	-1.6	-1	6	-4	0	1	-0.4	-0.2

5 entries from above, in markdown.
| SMILES | Rv3671c inh | FadD28 binding | Mtb FBA inh | MazEF act | BoNT F protease | GDH-TPI counter | PrPC surface inh | UGM FP inh | BioA inh |
| --- | --- | --- | --- | --- | --- | --- | --- | --- | --- |
| COc1ccccc1NP1(=O)OCC(C)([N+](=O)[O-])CO1 (stereo not given) | . | -0.8 | 3 | 6 | 0 | 11 | 7 | . | . |
| CC(C)(C)c1ccc(S(=O)(=O)NC(=O)C2(C)CCN2C(=O)c2cccc3ccccc23)cc1 (stereo not given) | . | -2.8 | -2 | . | 1 | -3 | 0 | . | -0.1 |
| CCC(C)NC(=O)c1ccc(NC(=O)C2CCCO2)cc1 (stereo not given) | -14 | 1.3 | 1 | 3 | -8 | 14 | 0 | 0.8 | . |
| N#Cc1cc2sc3nnc(-c4ccncc4)n3c2cc1C#N | -1 | -14 | 0 | 8 | -16 | 3 | -2 | 2.4 | 2.2 |
| O=C(NCc1cccc(Cl)c1)C1Cc2c(-c3cccc(F)c3)ccnc2O1 (stereo not given) | . | -1.7 | 2 | . | 2 | -1 | 4 | . | 0.8 |

Next part.
SMILES	Rv3671c inh	FadD28 binding	Mtb FBA inh	MazEF act	BoNT F protease	GDH-TPI counter	PrPC surface inh	UGM FP inh	BioA inh
CCOc1ccc(/C=C2\SC(=S)N(CCC(=O)O)C2=O)cc1	-3	-0.7	0	-4	-3	7	1	1.2	.
CCC(C)NC(=O)c1ccc(N2CC3CC(C2)c2cccc(=O)n2C3)c(NC(=O)c2ccc(Br)o2)c1 (stereo not given)	1	-2.7	-1	6	0	-4	0	-0.4	-0.5
CC(OC(=O)c1cccc(S(=O)(=O)Nc2ccccc2F)c1)C(=O)NCc1ccc2c(c1)OCO2 (stereo not given)	8	-1.9	-2	-1	-3	-3	-5	0.7	.
Fc1ccc(CNC2CCN(Cc3ccccc3)CC2)cc1	-2	1.4	0	5	-11	6	-12	-0.2	1.7
COC(=O)c1ccc(NS(=O)(=O)c2ccc(SC)cc2)cc1	-5	-4.1	2	2	-6	-2	-5	2.0	2.5
COc1ccc(/C=C/C(=O)NNC(=O)C(C)Oc2ccccc2F)cc1OC (stereo not given)	0	-1.2	8	-1	7	26	-6	-3.8	4.5
CC1CN(S(=O)(=O)N2CCOCC2)CCN1S(=O)(=O)N1CCOCC1 (stereo not given)	-7	0.1	0	0	-11	0	10	-0.5	0.8
O=C(NNc1ccccc1Br)C(=O)n1ccc2ccccc21	-4	-3.2	1	-6	-8	1	16	-0.8	.
Cc1cc(C)c2oc(-c3ccc(C)c(NC(=S)NC(=O)c4cccs4)c3)nc2c1	3	-3.7	4	-16	-1	-12	-2	-1.9	-0.6
O=C(Nc1ccc(F)cc1)Nc1ccc(N2CCOCC2)c2nonc12	-7	0.2	0	8	5	2	-4	-0.7	.

Compound profiles (already shown). Values in the order: Rv3671c inh, FadD28 binding, Mtb FBA inh, MazEF act, BoNT F protease, GDH-TPI counter, PrPC surface inh, UGM FP inh, BioA inh
Fc1ccc(CNC2CCN(Cc3ccccc3)CC2)cc1 is listed as -2, 1.4, 0, 5, -11, 6, -12, -0.2, 1.7
O=C(Nc1ccc(F)cc1)Nc1ccc(N2CCOCC2)c2nonc12 is listed as -7, 0.2, 0, 8, 5, 2, -4, -0.7, .
Cc1cc(C)c2oc(-c3ccc(C)c(NC(=S)NC(=O)c4cccs4)c3)nc2c1 is listed as 3, -3.7, 4, -16, -1, -12, -2, -1.9, -0.6

(cont.)
SMILES	Rv3671c inh	FadD28 binding	Mtb FBA inh	MazEF act	BoNT F protease	GDH-TPI counter	PrPC surface inh	UGM FP inh	BioA inh
O=C(COc1ccccc1/C=C1\SC(=O)NC1=O)Nc1ccc(F)cc1	-22	-4.8	2	-3	-1	20	-6	1.8	.
CCn1c2ccc(F)cc2c2nnc(NN)nc21	7	-0.2	1	5	-10	8	-21	-0.7	-0.9
CN(C)c1ccc([N+](=O)[O-])cc1C(=O)O	-7	-0.8	-21	10	5	14	-8	-1.1	2.7
Cc1ccc(C(=O)Nc2c3c(nn2C(C)(C)C)CS(=O)(=O)C3)cc1[N+](=O)[O-]	-6	0.3	0	7	4	10	-1	1.8	0.0
CCOC(=O)Cc1csc(NC(=O)c2ccc(Br)cc2)n1	-2	-0.5	-1	4	?	2	13	0.5	1.3
COc1ccccc1N(CC(=O)NCCc1ccccc1)S(C)(=O)=O	7	-3.5	0	-2	-7	6	-3	-1.4	-1.2
CC(C)(C)c1ccc(C(=O)NCc2nnc(SCC(=O)NC3CCCCC3)o2)cc1	1	-2.7	0	1	-5	-9	-3	-2.6	0.5
O=C(c1ccccc1)N(C(=O)c1ccccc1)c1ccccc1	.	-0.9	2	-6	4	18	8	.	-2.9
CC(C)c1ncc(CO)n1Cc1c(Cl)cccc1Cl	.	0.8	-2	3	1	7	-2	.	1.1
Cc1cccc(C(=O)N=c2sccn2C)c1[N+](=O)[O-]	-11	-4.8	2	2	-12	4	-3	1.2	0.5
CCOc1ccc2[nH]c(=O)c(CN(CC3COCCO3)C(=O)c3ccco3)cc2c1 (stereo not given)	12	-0.4	10	7	-4	10	5	0.8	-2.9
NC1=C(c2ccccc2)C(=O)NC1=O	-5	-0.1	1	1	-31	4	-23	-0.1	-0.5
COc1ccc(N2C(=O)/C(=C\c3ccco3)N=C2SCC(=O)NC(C)C)cc1Cl	-4	-1.3	2	-1	0	8	-4	-0.2	.
COc1ccc(S(=O)(=O)N=N/C=C2\C=CC=CN2O)cc1OC	.	-1.6	3	-6	-10	13	-1	.	0.0
O=C(c1ccco1)C(O)c1ccco1 (stereo not given)	-6	-2.8	2	32	?	8	-1	1.0	1.4
C/C(CC(=O)Nc1cccc(F)c1)=N\NC(=O)c1ccncc1	-3	-2.9	-2	1	-1	8	-1	1.2	-0.8
CC(C)(C)OC(=O)N1CCC[C@H]1C(=O)OCC(=O)Nc1cc(S(C)(=O)=O)ccc1Cl	3	-1.5	0	-2	2	0	-4	0.8	2.2
Cc1ccccc1Nc1nc(N)nc(COC(=O)CCS(=O)(=O)c2ccccc2)n1	-7	-2.5	3	6	-5	1	4	-0.8	2.0
CCSc1nc2c(c(=O)[nH]c(=O)n2C)n1CC(O)COc1ccccc1 (stereo not given)	-4	2.3	7	6	-5	-2	5	-2.3	.
Cc1ccc(Nc2nc(N)nc(CN3CCN(c4ccccc4)CC3)n2)cc1Cl	4	-3.6	-3	-3	0	11	2	0.7	1.6
O=C(Cn1nc(C(=O)O)c2ccccc2c1=O)Nc1cc(S(=O)(=O)N2CCOCC2)ccc1Cl	-8	-0.5	6	-12	2	11	-1	-1.6	9.3
CCC(C)[C@H](NC(=O)[C@@H]1Cc2ccccc2CN1C(=O)OC(C)(C)C)C(=O)NCC1CCC(C(=O)O)CC1 (stereo not given in full)	9	0.7	4	9	-3	4	4	-0.9	-0.8
CCC(=NCCc1ccccc1)c1c(O)[nH]c(=O)[nH]c1=O	-7	-1.7	16	2	4	-5	6	1.1	.
Cc1ccc(OCc2ccc(C(=O)Nc3ccc(S(N)(=O)=O)cc3)o2)cc1	-7	-0.1	0	2	5	0	10	1.4	2.2

Compound activity (PubChem BioAssay)
